Salmonella PhoP GFP: inhibitors of PhoP regulon expression, primary screen, Salmonella Typhimurium, GFP reporter (AID 1863); S. Typhimurium PhoP-regulated promoter GFP reporter, 4 h; higher % means a stronger effect; inhibition, % at 50 µM; hits with a dose series show IC50 in µM; 300,000 tested, 0.16% active;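 active means inhibition over 29.93%, a cutoff 3 SD above the screen mean, later confirmed by dose response; inconclusive means inhibition over 29.93% but no dose response follow-up; inactive means inhibition at most 29.93% or unconfirmed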;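 further: 0% = low Mg2+ inducing control and 100% = high Mg2+ repressing control; strong numbers were not always called active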
West Nile antiviral: West Nile virus antiviral activity, cell-based, CPE readout (AID 1621) | West Nile virus-infected cells, CPE inhibition; higher % means a stronger effect | 290,000 tested, 0.02% active | one-dose CPE inhibition, % at 10 µM; IC50 in µM for titrated hits; in the data active means a potency from the dose series; inconclusive means CPE inhibition mostly from about 3.7% at the one dose, without a potency; inactive means the rest, 99 in 100 with CPE inhibition below about 2.2%; further: strong numbers were not always called active
SIAH1 antagonists: Siah-1 peptide-binding antagonists, primary screen, biochemical, fluorescence polarization, rhodamine-plectin, uHTS (AID 1817) | E3 ubiquitin-protein ligase SIAH1 (Homo sapiens) | Siah-1 / rhodamine-plectin peptide fluorescence polarization; higher % means a stronger effect | displacement, % at 20 µM, or IC50 in µM where a hit was titrated | 290,000 tested, 0.02% active;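 active means displacement of at least 50% at 20 µM, with a fluorescence ratio check between 0.3 and a set limit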;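 further: plate controls were Siah plus tracer with DMSO for no effect and tracer alone without Siah for full effect; strong numbers were not always called active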
Active calls of the source: *; ? = inconclusive. Not all compounds are listed, so the mix of outcomes need not match the whole.

Order of results – Salmonella PhoP GFP	West Nile antiviral	SIAH1 antagonists
O=[N+]([O-])/C=C/c1ccc2c(ccn2Cc2ccccc2)c1
  9%	-0.9%	-3%
N=c1c(C(=O)NCCN2CCOCC2)cc2c(=O)n3ccccc3nc2n1CCCN1CCOCC1
  -5%	0.1%	-4%
Cc1cccc(CNS(=O)(=O)c2ccc(-c3cnc(C4CC4)o3)cc2)c1
  -1%	0.2%	-5%
O=C(NCc1ccc(Cl)cc1)C1CCN(C(=O)c2ccco2)CC1
  -6%	-0.4%	1%
CCCNc1c(NS(=O)(=O)c2ccc3c(c2)CCCC3)c(=O)oc2ccccc12
  3%	1.7%	-6%
COc1cccc(NC(=O)c2ccnc(N3CCC(C(=O)NCc4cc(OC)ccc4OC)CC3)c2)c1
  6%	-0.4%	-5%
CCOc1ccc(N2CC(C(=O)N3CCc4ccccc43)CC2=O)cc1 (stereo not given)
  7%	-1.2%	-6%
Cc1sc2ncn(CC(=O)N3CCN(c4ccc(F)cc4)CC3)c(=O)c2c1S(=O)(=O)N1CCOCC1
  0%	-0.5%	5%
CC(=O)Nc1cccc(C(=O)N/N=C/c2c[nH]c3ccccc23)c1
  3%	-0.3%	-2%
COc1ccc(-c2c(NC(=O)c3ccco3)oc3ccccc3c2=O)cc1
  4%	0.2%	-6%
O=C(O)CCC(=O)N1CCN(S(=O)(=O)c2ccc3ccccc3c2)CC1
  5%	-0.3%	1%
COCc1ccc(CN2CCCCC2C(=O)Nc2ccc(Oc3ccccc3)nc2)o1 (stereo not given)
  0%	-0.3%	1%
C#CCOc1c(Br)cc(/C=C2/C(=O)ON=C2C)cc1OCC
  10%	1.1%	2%
CCn1c(Oc2ccccc2C)nc2c1c(=O)n(C)c(=O)n2C
  8%	-0.3%	1%
C/C(CC(=O)Nc1ccc(N(C)C)cc1)=N\NC(=O)c1ccccc1F
  3%	-0.6%	-2%
CCc1cccc(C)c1NC(=O)C1CCCN(S(C)(=O)=O)C1 (stereo not given)
  -5%	0.1%	0%
COCc1cc(C)nc(SCC(=O)Nc2ccccc2N2CCOCC2)c1C#N
  0%	1.8%	1%
O=C(O)CC(C(=O)Nc1ccc(Cl)cc1)N1CCCCCC1 (stereo not given)
  -6%	0.5%	3%
O=C(C1=C(O)C(=O)N(CCN2CCOCC2)C1c1cccc(Br)c1)c1cc2ccccc2o1 (stereo not given)
  -7%	-0.1%	6%
CC(=O)N1CCN(c2ccc(NC(=O)c3ccc([N+](=O)[O-])o3)cc2Cl)CC1
  6%	-1.8%	8%
Cc1c(C(=O)NCCN2CCCC(O)C2)oc2c(F)cccc12 (stereo not given)
  -1%	-0.6%	7%
COc1cccc(NC(=S)NCc2ccccc2)c1
  -2%	-0.2%	-1%
C/C(=N\NC(=O)c1nnn(-c2nonc2N)c1CSc1ccc(Cl)cc1)c1cccnc1
  7%	0.7%	-1%
CC(C)N(CC(N)=O)c1ncnc2sc(-c3ccccc3)cc12
  -3%	0.6%	5%
CC(C)(C)c1csc(N/N=C/c2ccc(O)cc2)n1
  -3%	-1.9%	-2%
CCN(CC)c1ccc(/C=N/N2C(C)CCCC2C)c(O)c1 (stereo not given)
  1%	1.6%	10%
COc1cc(/C=N/NC(=O)c2cccc(NC(=O)c3ccccc3C)c2)ccc1O
  -4%	0.0%	0%
O=c1nc(-c2ccccc2)c(-c2ccccc2)n[nH]1
  10%	0.3%	-2%
CCOc1ccc(N(C)S(=O)(=O)c2cc(-c3cc(C)no3)ccc2CC)cc1
  1%	?	1%
CC(=O)Cn1c(=O)c2c(nc3n2CCCN3Cc2ccccc2)n(C)c1=O
  7%	-1.3%	1%

An excerpt from above in order of the Salmonella PhoP GFP value, largest number first.
Order of results – Salmonella PhoP GFP	West Nile antiviral	SIAH1 antagonists
CCn1c(Oc2ccccc2C)nc2c1c(=O)n(C)c(=O)n2C
  8%	-0.3%	1%
O=C(O)CCC(=O)N1CCN(S(=O)(=O)c2ccc3ccccc3c2)CC1
  5%	-0.3%	1%
CC(=O)Nc1cccc(C(=O)N/N=C/c2c[nH]c3ccccc23)c1
  3%	-0.3%	-2%
COc1cccc(NC(=S)NCc2ccccc2)c1
  -2%	-0.2%	-1%

Returning to the listing; the two compounds before the break are reprinted first.
Order of results – Salmonella PhoP GFP	West Nile antiviral	SIAH1 antagonists
CCOc1ccc(N(C)S(=O)(=O)c2cc(-c3cc(C)no3)ccc2CC)cc1
  1%	?	1%
CC(=O)Cn1c(=O)c2c(nc3n2CCCN3Cc2ccccc2)n(C)c1=O
  7%	-1.3%	1%
[N-]=[N+]=NC[C@H](Cc1ccccc1)N1CCN(Cc2ccccc2)CCC1=O
  9%	-0.8%	4%
O=S(=O)(c1ccccc1F)N1CCCc2ccccc21
  2%	-0.5%	13%
CC1=C([N+](=O)[O-])C(c2ccccc2)NC(=O)N1 (stereo not given)
  -4%	-0.7%	-6%
COc1cc(NC(=O)c2ccccc2F)ccc1NC(=O)c1cc2ccccc2o1
  4%	-0.1%	4%
CCc1ccc(NC(=O)CCNS(=O)(=O)c2cccs2)cc1
  7%	-0.3%	8%
O=S1(=O)CCOC[C@H](c2ccccc2)N1Cc1ccccc1F
  -8%	-0.6%	4%
Cn1c(=O)c(=O)n(C)c2cc(N3CCCC3)c(NS(=O)(=O)c3ccc(F)cc3)cc21
  6%	0.0%	0%
COC(=O)C1=C(C)N(C)C(=O)NC1c1c(O)ccc2ccccc12 (stereo not given)
  -4%	-0.5%	6%
O=C(c1cccc(Cl)c1)N1CCN(C2CCCCC2)CC1
  3%	-0.1%	-1%
CCOc1ccc(NC(=O)CCn2nc(C)c(S(=O)(=O)N3CCCCC3)c2C)cc1
  -12%	0.0%	-2%
O=C(c1cccs1)N1CCN(c2ncc(C(F)(F)F)cc2Cl)CC1
  -6%	-1.2%	0%
CC(=O)c1ccc(N2CCN(c3ncccn3)CC2)c([N+](=O)[O-])c1
  4%	-0.3%	-1%
O=C(NCc1cccc(Cl)c1)C1CCC(=O)N(CCCN2CCCC2=O)C1 (stereo not given)
  -1%	-0.4%	-4%
Cc1noc(NS(=O)(=O)c2ccc(NC(=O)NC(C)(C(F)(F)F)C(F)(F)F)cc2)c1C
  7%	-0.4%	12%
O=C(CC12CC3CC(CC(Br)(C3)C1)C2)NC1CCCC1
  -1%	0.4%	0%
O=C1[C@@H]2Cc3c([nH]c4ccccc34)C(c3ccccc3)N2C(=O)CN1CCO (stereo not given in full)
  1%	-0.5%	3%
CS(=O)(=O)N1CCN(c2ccccc2NC(=O)Nc2cccc(Cl)c2)CC1
  2%	-1.0%	12%
Cc1cc(OCC(=O)N2CCC(C(=O)O)CC2)c2c(C)cc(=O)oc2c1
  -10%	0.1%	-4%
N#Cc1cccc(CN2CCC(=O)N([C@H](CO)Cc3ccccc3)CC2)c1
  -3%	-0.5%	0%
O=C(CNc1ccc2ccccc2c1)N/N=C/c1ccncc1
  -5%	-0.1%	-4%
Cc1ccccc1NC(=O)CCS(=O)(=O)c1cccc2nonc12
  4%	0.5%	-8%
O=C(N/N=C/c1ccc(O)c(O)c1)c1cc(-c2ccccc2)nc2ccccc12
  -2%	-0.8%	-3%
O=C(O)CC(Cc1ccc(Cl)cc1)C(=O)Nc1ccccc1 (stereo not given)
  -5%	0.6%	0%
N#C/C(=C\c1ccc(OCc2ccc(Br)cc2)cc1)C(=O)Nc1cccc(C(=O)O)c1
  -5%	-0.3%	33%
O=CNCCCc1nc2ccccc2n1CCc1ccccc1
  9%	-0.9%	-4%
COc1ccc(NC(=O)N2CCc3ccccc3C2)cc1OC
  4%	-0.5%	8%
O=C(NC1=NCCS1)c1ccc(Cl)c(Cl)c1
  0%	-0.3%	1%
CCOc1ccc(-n2nc3cc(C)c(N)cc3n2)cc1
  9%	0.4%	-7%
Cc1cc(=O)[nH]c(N2CCCNCC2)n1
  -2%	-0.1%	5%
Cc1cc(SCc2ccc(C(F)(F)F)cc2)nc(=O)[nH]1
  -3%	-0.3%	3%
CCc1ccccc1N(CC(=O)NC(C)(C)CC)C(=O)CCC(=O)Nc1nccs1
  4%	-1.8%	5%
COc1ccc(S(=O)(=O)N(CC(=O)NN=C2CCN(C)CC2)c2ccc(C)cc2)cc1OC
  -2%	0.0%	8%
CC1(C)Cc2c(cnn2-c2ccc(F)cc2)C(NC(=O)CCC(F)(F)F)C1 (stereo not given)
  16%	-0.7%	-9%
COc1ccnc2c1c(=O)n(Cc1ccc(Cl)cc1Cl)c(=O)n2C
  6%	-0.3%	5%
COc1ccc(CCCC(=O)NCCc2ccccc2)c(C)c1
  -4%	-0.5%	3%
Cc1cc2oc(=O)cc(CN(C)Cc3ccccc3)c2cc1C(C)C
  8%	-1.4%	-5%
CCc1cc2c(NC(Cc3ccccc3)C(=O)O)ncnc2s1 (stereo not given)
  -4%	-0.3%	-2%
Cc1cccc(C)c1N1C(=O)CCC(C)(C)C1=O
  0%	-0.1%	-3%
Cc1ccc(C(=O)NC2CCCCCCC2)c(Cl)c1
  -8%	-0.5%	15%
COc1ccc(N(C(=O)c2snc(C(N)=O)c2N)C(C(=O)NCc2ccc(F)cc2)c2ccc(C)o2)c(OC)c1 (stereo not given)
  12%	-0.3%	3%
CCCCS(=O)(=O)N1CCC(C(=O)Oc2ccc(Cl)cc2)CC1
  0%	0.4%	-2%
CC1CCc2sc(C(=O)NNC(=S)NCC3CCCO3)cc2C1 (stereo not given)
  -5%	-0.1%	4%
CSc1ccccc1OCc1cc(C(=O)NC(C)Cc2cccc(C)n2)no1 (stereo not given)
  -3%	-0.4%	-2%
O=C(COC(=O)c1ccc(Cl)nc1)NC(=O)c1ccccc1
  8%	0.0%	-7%
COc1ccc(CCn2c(=N)c(S(=O)(=O)c3ccccc3)cc3c(=O)n4ccccc4nc32)cc1
  -44%	0.8%	5%
CCOc1ccc(CCNC(=O)c2cnc(C)cn2)cc1OCC
  -4%	-0.5%	6%
O=C(CC1C(=O)NCCN1CC1CCCCC1)NCCCN1CCOCC1 (stereo not given)
  3%	0.4%	4%
CSc1ccccc1C(=O)NC1CCSc2ccccc21 (stereo not given)
  9%	-0.6%	8%
CCCNC(=O)CCn1nc(-c2ccccc2)c2ccccc2c1=O
  -3%	-1.0%	3%
CCCn1c(C)nnc1SCC(=O)NC1CCCCC1
  0%	-0.2%	-4%
O=C(O)C(Nc1nc(C(F)(F)F)nc2ccccc12)c1ccccc1 (stereo not given)
  -5%	0.0%	6%
O=C(NCCCNC(=O)c1cnccn1)c1cccc(F)c1
  -3%	0.2%	0%
Cc1ccc(S(=O)(=O)NCc2ccccc2)cc1C(=O)N(C)Cc1ccc(F)cc1
  3%	-1.0%	-3%
COc1cccc(-c2c(NC(=O)c3ccco3)oc3ccccc3c2=O)c1
  3%	-0.3%	2%
CC(NCCCOc1cccc2ccccc12)c1ccccc1 (stereo not given)
  5%	?	8%
Cn1c(CNC(=O)c2ccccc2F)nnc1SCC(=O)c1ccccc1
  -5%	0.9%	-2%
CCN1C(Nc2ccccc2)=NC[C@@H]1Cc1ccccc1
  -1%	-0.5%	-1%
COc1cc(/C=N/NC(=O)CNC(=O)c2ccncc2)ccc1O
  -2%	-0.3%	1%
Cc1cc(C)c(S(=O)(=O)c2ccc(F)cc2C)c(Cl)n1
  5%	-1.4%	-1%
Cc1ccc(N(CC(=O)NC2CCCCC2)C(=O)CCCC(=O)Nc2ccccn2)c(C)c1
  -8%	-0.8%	-1%

Following part:
Order of results – Salmonella PhoP GFP	West Nile antiviral	SIAH1 antagonists
Cc1cccc(CN2C(=O)/C(=C\c3ccc(C(=O)NCCCN4CCN(C)CC4)cc3)Oc3ccccc32)c1
  -4%	-0.3%	8%
COC(=O)c1cccc(-n2c(=O)n(Cc3ccccc3)c(=O)c3[nH]cnc32)c1C
  -1%	0.1%	11%
CC1CCN(S(=O)(=O)c2cn(CC(=O)Nc3ccc(C#N)cc3)cn2)CC1
  5%	-0.4%	2%
CC(=O)N1c2ccc(S(=O)(=O)N3CCOCC3)cc2CC1C (stereo not given)
  6%	-0.2%	-5%
COc1ccc(NC(=O)CN2C(=O)CSc3ccc(S(=O)(=O)N4CCC(C)CC4)cc32)cc1
  5%	-0.3%	41%
CC(=O)c1ccc(S(=O)(=O)N2CCN(S(=O)(=O)c3ccccc3C(F)(F)F)CC2)cc1
  3%	-1.5%	10%
O=C(NCc1cccnc1)c1ccccc1NC(=O)c1c(F)cccc1F
  2%	-0.5%	-2%
COc1ccc(CN(C(=O)c2snc(C(N)=O)c2N)C(C(=O)NC2CCCC2)c2ccco2)cc1 (stereo not given)
  0%	-0.3%	2%
COc1ccc(CNC(=O)c2[nH]c(C)c(C(C)=O)c2C)cc1
  2%	-1.3%	4%
CCN1CCN(S(=O)(=O)c2c(C)[nH]c(C)c2C(=O)N2CCCCC2)CC1
  0%	0.5%	-4%
COc1ccc2oc(=O)c(C(=O)NCCc3ccc(OC)c(OC)c3)cc2c1
  11%	0.6%	-9%
COc1ccc(OCC(=O)N/N=C/c2cccc3cccnc23)cc1
  -4%	0.0%	11%

Source: PubChem BioAssay (several laboratories)
